Source: PubChem BioAssay
All columns: NCI-60 one-dose screen, growth in % after 48 h at 10 µM unless noted; 100 = growth as untreated, 0 = no growth, -100 = all killed.
TK-10 = TK-10 renal cancer cells; 3.9% of 81,000 active; AID 1794769; active = growth percent below 10
Active calls of the source: *; & = joins results of further samples; [ ] = another dose, or the depositor's remark. This is a subset; the hit share may differ from the screen's.

SMILES	TK-10
N#CCN1C(=O)CN=C(c2ccc(O)cc2)c2cc(Cl)ccc21	103[30 µM]
NC(=O)CCC1N=C(c2cccc(O)c2)c2ccc(Cl)cc2N(CC(N)=O)C1=O (stereo unspecified)	144[30 µM]
CN(N)/N=N/c1nc[nH]c1C(N)=O	2.2*[100 µM]
C/C=C1/CN2CCC34c5ccccc5N(C)C23C2CC1C4(C(=O)OC)C(O)O2 (stereo unspecified)	87&94[100 µM]
CO[C@H](C)[C@](O)(C(=O)OCC1=CCN2CC[C@@H](O)[C@H]12)C(C)C	86&76[100 µM]
N#CCN1C(=O)C(CCC(N)=O)N=C(c2ccc(O)cc2)c2cc(Cl)ccc21 (stereo unspecified)	98[30 µM]
Cc1ccc2nc(NC(=O)C(=O)C3C(=O)NC(=S)NC3=O)sc2c1	86&121[100 µM]
NC(=O)CN1C(=O)C(Cc2ccccc2)N=C(c2cccc(O)c2)c2ccc(Cl)cc21 (stereo unspecified)	93[30 µM]
Cc1ccc(C(=O)Nc2ccc(CP(=O)(O)O)cc2)cc1NC(=O)Nc1cc(C(=O)Nc2ccc(CP(=O)(O)O)cc2)ccc1C	106&101[100 µM]
O=C1C(CO)N=C(c2cccc(O)c2)c2ccccc2N1CC1CC1 (stereo unspecified)	103[30 µM]
CC(=O)OC1C2CCC3C(C)(O)C4CC(O)C(C)(C)C4(O)C(O)CC13CC2(C)O (stereo unspecified)	99&81[100 µM]

Reprinted at random: 4 compounds from above, in no set order.
SMILES	TK-10
Cc1ccc2nc(NC(=O)C(=O)C3C(=O)NC(=S)NC3=O)sc2c1	86&121[100 µM]
CO[C@H](C)[C@](O)(C(=O)OCC1=CCN2CC[C@@H](O)[C@H]12)C(C)C	86&76[100 µM]
CN(N)/N=N/c1nc[nH]c1C(N)=O	2.2*[100 µM]
NC(=O)CN1C(=O)C(Cc2ccccc2)N=C(c2cccc(O)c2)c2ccc(Cl)cc21 (stereo unspecified)	93[30 µM]
